Source: PubChem BioAssay
ERG-DNA inh: qHTS for Small Molecule Inhibitors of the ERG Ets/DNA interaction; Transcriptional regulator ERG (Homo sapiens), P11308; fluorescence polarization, His-ERG Ets domain / labelled DNA; Potency, µM (series often up to 76.9 µM), for inactives: at the highest dose FP activity, negative = inhibition, usual class: inhibitors; actives 0.028% (n = 370,000); active = well fitted inhibition curve with a large enough effect in the polarisation, with a control signal flat; inconclusive = small, poorly fitted or top-dose-only effect, or effect the other way, or a change in a side signal; inactive = no such curve, though single readings can be large or run the other way; the % refers to the polarisation;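 also: polarization taken with two DNA probes labelled with fluorescein and Texas red; potency is read from the fitted curve at half-maximal effect; % of control where 0% means no effect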
Target sequence (P11308 whole entry, looked up, the tested form may be a part): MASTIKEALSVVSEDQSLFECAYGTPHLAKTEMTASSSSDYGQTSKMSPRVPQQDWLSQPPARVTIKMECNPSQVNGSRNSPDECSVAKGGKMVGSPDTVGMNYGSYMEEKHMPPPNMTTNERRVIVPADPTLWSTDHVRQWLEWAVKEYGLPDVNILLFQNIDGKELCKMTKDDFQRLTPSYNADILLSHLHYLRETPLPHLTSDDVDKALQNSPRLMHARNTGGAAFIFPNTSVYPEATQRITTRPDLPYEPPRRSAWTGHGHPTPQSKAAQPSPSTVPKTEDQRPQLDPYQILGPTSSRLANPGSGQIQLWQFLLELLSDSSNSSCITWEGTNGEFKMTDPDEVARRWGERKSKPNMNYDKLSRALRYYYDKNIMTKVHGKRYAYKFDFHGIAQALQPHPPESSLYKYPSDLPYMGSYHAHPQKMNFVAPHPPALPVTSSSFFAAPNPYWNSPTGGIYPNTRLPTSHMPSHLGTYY
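His-tagged ERG Ets domain (1 uM in the protein solution; 300mM KCl, 50mM Tris-HCl, 1mM EDTA, 1mM DTT, pH 7.5) received compound, then a probe mix of 5 nM fluorescein-DNA and 100nM Texas-615-DNA. Fluorescence polarization was read for both dyes.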
APEX1 inh: qHTS Assay for Inhibitors of the Human Apurinic/apyrimidinic Endonuclease 1 (APE1). actives 0.35% (n = 350,000). Potency, µM (series often up to 65.8 µM), without a hit: at the top dose activity change, negative = inhibition, usual class: inhibitors. AID 2517, 2012. recombinant APE1, TAMRA/BHQ-2 abasic DNA cleavage fluorescence. DNA repair nuclease/redox regulator APEX1 (Homo sapiens), P27695;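 also: potency is read from the fitted curve at half-maximal effect; plate controls were vehicle for no effect and reference inhibitor for full effect; nearly all actives have a fitted effect of over 55% in size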
Target sequence (P27695 whole entry, looked up): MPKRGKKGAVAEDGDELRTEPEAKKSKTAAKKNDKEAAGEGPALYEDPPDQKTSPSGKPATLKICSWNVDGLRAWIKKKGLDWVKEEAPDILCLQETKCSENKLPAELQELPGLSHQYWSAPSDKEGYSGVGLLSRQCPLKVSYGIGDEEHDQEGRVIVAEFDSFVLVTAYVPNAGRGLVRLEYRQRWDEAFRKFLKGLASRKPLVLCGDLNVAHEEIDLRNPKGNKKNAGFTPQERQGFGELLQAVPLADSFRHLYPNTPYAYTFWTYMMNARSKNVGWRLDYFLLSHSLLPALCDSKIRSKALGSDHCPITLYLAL
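0.75 nM APE1 + cpd, 15 min RT; start w/ 50 nM TAMRA/BHQ-2 THF-abasic dsDNA; kinetic fluor 525/598 nm ×3 reads @60 s; Δ(read3−read1); normalized to DMSO and NSC13755 control wells.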
RGS4 inhibitor: Inhibitors of Regulator of G Protein Signaling (RGS) 4: qHTS | Transcreener GDP fluorescence polarization, RGS4-accelerated GTP hydrolysis | Potency, µM (top dose mostly 114 µM), for the others: top-dose activity change, negative = inhibition, actives largely listed as inhibitors | actives 0.039% (n = 390,000) | AID 504845, 2011; also: potency is read from the fitted curve at half-maximal effect; % is scaled to controls: 0 for no effect and ±100 for the full control effect; nearly all actives have a fitted effect of over 75% in size; some results filed as inactive show a strong effect at the top dose
Target sequence (P49798 whole entry, looked up): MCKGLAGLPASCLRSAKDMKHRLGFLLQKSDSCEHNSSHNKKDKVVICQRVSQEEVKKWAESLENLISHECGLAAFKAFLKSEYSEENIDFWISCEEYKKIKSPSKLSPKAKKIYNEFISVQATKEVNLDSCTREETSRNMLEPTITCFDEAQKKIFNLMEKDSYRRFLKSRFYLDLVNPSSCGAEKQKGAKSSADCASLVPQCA
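MLSMR compounds (23 nl, pin-transferred) preincubated 10 min at room temperature with a 500nM (2x) first reagent, then RGS4 at 900nM (2x) plus Transcreener GDP mix added; fluorescence polarization (620/688 nm) read before and after 90 min at 30 °C.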
POLH inh: qHTS for Inhibitors of Polymerase Eta. DNA polymerase eta (Homo sapiens), Q9Y253. recombinant Pol eta, fluorescent DNA replication assay. Potency, µM (top dose mostly 114 µM), for inactives: top-dose activity change, negative = inhibition, hits mostly inhibitors. actives 1.2% (n = 390,000). AID 588591, 2011; also: potency is read from the fitted curve at half-maximal effect; % is scaled to controls: 0 for no effect and ±100 for the full control effect
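Pol eta at 10 nM preincubated with compounds 15 min at room temperature; reaction started with fluorescent substrate (50 nM final) and read kinetically at 0 and 10 min.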
LDHA inh: qHTS assay for inhibitors of human lactate dehydrogenase; L-lactate dehydrogenase A chain (Homo sapiens), P00338; purified LDHA, NADH/diaphorase-resazurin fluorescence; hits give low values; activity change, % (values are at about 110 or 230 µM); actives 0.15% (n = 480,000); in the data active = activity change below about -30%; inconclusive = mostly about -25% to -30%;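 also: plate controls were DMSO wells for no effect and wells without enzyme for full effect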
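LDH5 2 nM; NADH 0.06 mM, pyruvate 0.2 mM; 200 mM Tris pH 7.4, EDTA, Tween-20; 5 min RT. Detection: diaphorase 0.133 mg/mL + resazurin 37 µM, fluorescence ex540/em590 at 0 and 20 min; normalized to enzyme-free and DMSO wells.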
POLB inh: qHTS Assay for Inhibitors of DNA Polymerase Beta; P06746; Pol beta primer extension/strand displacement, fluorescence kinetic; Potency, µM (top dose mostly 114 µM), without a hit: top-dose activity change, negative = inhibition, hits mostly inhibitors; actives 1.3% (n = 340,000); also: potency is read from the fitted curve at half-maximal effect; % is scaled to controls: 0 for no effect and ±100 for the full control effect
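Values derive from four-parameter Hill fits of normalized kinetic data: reads at 0 and 10 min following addition of 50 nM substrate to 10 nM Pol beta preincubated 15 min with compound.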
12-LOX inh: Primary qHTS assay for inhibitors of human arachidonate 12S-lipoxygenase (ALOX12): Round 2; AID 1671190, 2021; actives 1.1% (n = 580,000); Polyunsaturated fatty acid lipoxygenase ALOX12 (Homo sapiens), P18054; purified 12hLO, xylenol orange hydroperoxide absorbance; Potency, µM (titrated, usually from 108 µM), inactives show top-dose activity change, negative = inhibition, hits mostly inhibitors; also: potency is read from the fitted curve at half-maximal effect; % is scaled to controls: 0 for no effect and ±100 for the full control effect
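Purified human 12hLO (150 nM final) in 25 mM Hepes, 0.01% Triton X-100, pH 7.0 was preincubated 15 min at room temperature with compound. Then 40 uM arachidonic acid was added, 30 min. Hydroperoxide was read by Fe-XO absorbance ratio 573/405 nm.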
POLK inh: qHTS for Inhibitors of Polymerase Kappa; DNA polymerase kappa (Homo sapiens), Q9UBT6; purified Pol kappa, fluorescent DNA synthesis assay, 10 min; Potency, µM (titrated, usually from 107 µM), for inactives: top-dose activity, negative = inhibition, hits mostly inhibitors; actives 0.53% (n = 400,000); also: potency is read from the fitted curve at half-maximal effect; % is scaled to controls: 0 for no effect and ±100 for the full control effect
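50 nM final substrate added after 15 min RT preincubation of 10 nM Pol kappa with compound; fluorescence read at 0 and 10 min.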
Apoferritin bind: qHTS Assay for Identification of Novel General Anesthetics. Ferritin light chain (Equus caballus), P02791. apoferritin/1-aminoanthracene competitive binding, fluorescence. Potency, µM (highest dose often 77.5 µM), for the others: at the top dose activity change, negative = displacement, hits mostly inhibitors. actives 0.074% (n = 350,000). AID 485281, 2010; also: potency is read from the fitted curve at half-maximal effect; % is scaled to controls: 0 for no effect and ±100 for the full control effect; nearly all actives have a fitted effect of over 20% in size
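Concentration-response curves derived by four-parameter Hill fitting of normalized fluorescence, where compounds displaced 1-AMA from 10 uM horse apoferritin following a brief 10 min room-temperature incubation; propofol titration acted as positive control.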
* hit, by the source's call; ? = inconclusive; / = no result given; & = joins results of further samples; [ ] = another dose, or the depositor's remark. Unless noted, calls follow the shape of the dose curve; as a rule, active = well fitted curve in the direction sought with a large enough effect; inconclusive = small, poorly fitted or top-dose-only effect, or another doubt; inactive = no such curve, though single readings can be large; an effect the other way counts as inactive or inconclusive.

Start of the listing, in advance:
SMILES	ERG-DNA inh	APEX1 inh	RGS4 inhibitor	POLH inh	LDHA inh	POLB inh	12-LOX inh	POLK inh	Apoferritin bind
Cc1cc(C)n2nc(SC(C)C(=O)N3CC(C)OC(C)C3)nc2n1 (stereo not given)	10%	-6%	-11%	-1%	3	/	-3%	-12%	/
CCO/C=C1/C(=O)N(c2ccc(OC)cc2)C(=O)c2ccccc21	10%	-6%	-5%	6%	0	13%	-18%	-13%	-10%
C/C(Cn1cnc([N+](=O)[O-])n1)=N\NC(=O)c1cccc(F)c1	-10%	-3%	-15%	-8%	15	35%	?	-1%	3%
NS(=O)(=O)c1cccc(C(=O)OCC(=O)NC2CCCc3ccccc32)c1 (stereo not given)	-7%	-13%	-31%	-12%	-5	/	?	-19%	/
Cc1ccc(C(=O)Nc2ccc3c(c2)CCC3)cc1S(=O)(=O)N1CCOCC1	-3%	-5%	-15%	-26%	3	-3%	6%	-4%	-11%
CC(C)CC(c1nnnn1CC1CCCO1)N1CCN(c2nc3ccccc3s2)CC1 (stereo not given)	0%	1%	-1%	-25%	-4	3%	0%	-12%	-16%
Cc1oc2c(C)c3oc(=O)c(CCC(=O)NCCCN4CCOCC4)c(C)c3cc2c1C	1%	10%	10%	-4%	10	0%	-9%	-6%	1%
O=C(Nc1ccc(Br)cc1F)c1cc(S(=O)(=O)NC2CCCC2)ccc1F	1%	/	19%	-1%	-11	4%	-24%	-14%[60.1 µM]	70%[activator]
CCC(C)[C@H](NC(=O)N1CC(=O)Nc2ccccc21)C(=O)Nc1nccs1 (stereo not given in full)	3%	55%[activator]	39%	-3%	-3	10%	0%	-11%	-6%

This part in full, repeating the preview:
SMILES	ERG-DNA inh	APEX1 inh	RGS4 inhibitor	POLH inh	LDHA inh	POLB inh	12-LOX inh	POLK inh	Apoferritin bind
Cc1cc(C)n2nc(SC(C)C(=O)N3CC(C)OC(C)C3)nc2n1 (stereo not given)	10%	-6%	-11%	-1%	3	/	-3%	-12%	/
CCO/C=C1/C(=O)N(c2ccc(OC)cc2)C(=O)c2ccccc21	10%	-6%	-5%	6%	0	13%	-18%	-13%	-10%
C/C(Cn1cnc([N+](=O)[O-])n1)=N\NC(=O)c1cccc(F)c1	-10%	-3%	-15%	-8%	15	35%	?	-1%	3%
NS(=O)(=O)c1cccc(C(=O)OCC(=O)NC2CCCc3ccccc32)c1 (stereo not given)	-7%	-13%	-31%	-12%	-5	/	?	-19%	/
Cc1ccc(C(=O)Nc2ccc3c(c2)CCC3)cc1S(=O)(=O)N1CCOCC1	-3%	-5%	-15%	-26%	3	-3%	6%	-4%	-11%
CC(C)CC(c1nnnn1CC1CCCO1)N1CCN(c2nc3ccccc3s2)CC1 (stereo not given)	0%	1%	-1%	-25%	-4	3%	0%	-12%	-16%
Cc1oc2c(C)c3oc(=O)c(CCC(=O)NCCCN4CCOCC4)c(C)c3cc2c1C	1%	10%	10%	-4%	10	0%	-9%	-6%	1%
O=C(Nc1ccc(Br)cc1F)c1cc(S(=O)(=O)NC2CCCC2)ccc1F	1%	/	19%	-1%	-11	4%	-24%	-14%[60.1 µM]	70%[activator]
CCC(C)[C@H](NC(=O)N1CC(=O)Nc2ccccc21)C(=O)Nc1nccs1 (stereo not given in full)	3%	55%[activator]	39%	-3%	-3	10%	0%	-11%	-6%
CCCCCc1ccc(-c2cn(CN3C(=O)c4ccccc4C3=O)nn2)cc1	2%	45%[activator]	23%	-1%	-8	16%	0%	-12%&-7%	-8%
CCCc1nnc(NC(=O)CCC(=O)N2CCCCC2)s1	13%	46%[activator]	2%	-19%	-2	2%	-1%	7%	3%
CCOC(=O)c1[nH]c2cc(OC)c(OC)cc2c1NC(=O)CN(C)C1CCCCC1	8%	-9%	-15%	-18%	8	-7%	0%	4%	-22%
Cc1ccc2oc(=O)n(Cc3ccccc3Cl)c2c1	-4%	/	15%	-15%	-5	-15%	-30%	-13%	-4%
COc1cccc(CNC(=O)C2CCCN(S(=O)(=O)c3cn(C)cn3)C2)c1 (stereo not given)	-3%	/	14%	-9%	-5	16%	-4%	-3%[60.1 µM]	51%[activator]
COc1ccccc1-n1c(=S)[nH]c2c(sc(=S)n2-c2ccccc2C)c1=O	5%	6%	?	-21%	-1	?	-8%	-8%	-16%
CN=C(c1ccc([N+](=O)[O-])cc1)N1CCCCC1	1%	11%	9%	-7%	0	2%	-6%	-15%	-3%
COc1ccc(CN2CCCC(C(=O)c3ccc4c(c3)OCO4)C2)c(F)c1 (stereo not given)	2%	85%	9%	-9%	-1	1%	-2%	0%	?
COc1ccc(C=O)c(OC)c1	-7%	3%	23%	-11%	-19	2%	-14%	1%	-6%
COC(=O)C1C(c2ccccc2)C(C(=O)O)C1c1ccccc1 (stereo not given)	0%	0%	-4%	-1%	-3	?	1%	1%	-3%
Cc1nnc(SCC(=O)Nc2cccnc2Cl)s1	-1%	24%	15%	0%	-3	/	9%	-12%	/
O=C(NCCc1ccccn1)c1ccc(COc2ccccc2)o1	11%	-1%	-19%	-6%	0	3%	-20%	-5%	-2%
Cc1cc(C(=O)N2CCCC(N3CCN(c4cccc(C(F)(F)F)c4)CC3)C2)no1 (stereo not given)	9%	-24%	17%	-15%	-2	13%	0%	-9%	-14%
Cn1nc(C(=O)Nc2cc(Cl)ccc2N2CCCC2)c2ccccc2c1=O	-7%	36%	-8%	-15%	1&0	/	?	-10%	/
Cc1nc(SCc2ccc(Cl)c(Cl)c2)ncc1C(=O)O	3%	1%	11%	2%	-9	-1%	-11%	-18%	?
Cc1nn2c(=O)cc(CSCC(=O)Nc3ccccc3Cl)nc2s1	6%	-1%	-20%[56.9 µM]	-11%	-1	0%	-4%	11%	-15%
COc1cc(-c2ccc(Nc3ccccc3C(=O)O)c(OC)c2)ccc1Nc1ccccc1C(=O)O	?	-11%	-53%	10µM*	25	?	35µM*	32µM*	-3%
CCOc1cc(N2CCOCC2)c(OCC)cc1NC(=O)c1ccc(C)s1	-11%	-1%	-24%	-6%	4	0%	-2%	4%	-21%
CCn1c(=O)n(CC)c2cc(N)ccc21	-6%	-6%	-11%	-14%	9	13%	?	-5%	-2%
CN(C)C(=O)CC12CC3CC(C1)CC(CC(=O)N(C)C)(C3)C2	0%	-1%	13%	-7%	-5	-26%	0%	-14%	-4%
CCCCn1c(N)c(N(CC(C)C)C(=O)c2ccc(S(=O)(=O)N(CC)c3ccccc3)cc2)c(=O)[nH]c1=O	?	19%	-7%	-8%	-5	/	-9%	-2%	/
O=[N+]([O-])c1ccc(S(=O)(=O)N/N=C/c2ccco2)cc1	12%	?	-24%	1%	0	-2%	-17%	-8%	-4%
CCCC(=O)Nc1c2c(nn1-c1cccc(C)c1C)CS(=O)(=O)C2	1%	5%	10%	3%	0	19%	0%	8%	-1%
Cc1cccc(Cn2c(=O)n(Cc3ccc4c(c3)OCO4)c(=O)c3oc4ccccc4c32)c1	3%	/	1%	-14%	2	0%	11%	-6%	-3%
Cc1c(OC(C)C(=O)NC2CC(C)(C)NC(C)(C)C2)ccc2c3c(c(=O)oc12)CCC3 (stereo not given)	3%	4%	23%[11.4 µM]	-2%	-5	4%	0%	-18%	5%
Cc1cccc(NC(=S)N(C)C)c1C	-17%	-1%	-37%	-19%	-7	1%	184%[activator]	-11%	7%
COCCn1nnnc1C(c1ccc(OC)cc1)N1CCN(c2ccccc2F)CC1 (stereo not given)	0%	3%	-11%	-14%	-2	-17%	?	-5%	-12%
COCCn1c(SCC(=O)NCc2ccc3c(c2)OCO3)nnc1-c1c[nH]c2ccccc12	-1%	0%	-7%	-13%	-1	12%	-55%	5%	-13%
CC(=O)c1c(C)[nH]c(C(=O)Nc2cccnc2)c1C	-6%	-1%	-1%	-19%	-2	34%	0%	8%	-8%
Cc1nn(C)c(C)c1S(=O)(=O)N1CCC(C(=O)NCC2COc3ccccc3O2)CC1 (stereo not given)	2%	-6%	-4%	-28%	-6	17%	1%[57.4 µM]	-8%	-3%
Cc1ccc2ncnc(NCCCCCC(=O)O)c2c1	-2%	-3%	-13%	-21%	-8	20%	3%	-3%	?
CCc1ccc(CNC(=O)c2cnc3sc(N4CCCC4)nn3c2=O)cc1	1%	/	-2%	-23%	-3	-1%	-13%	0%	-1%

An excerpt from above in order of the ERG-DNA inh value, rising:
molecule	ERG-DNA inh	RGS4 inhibitor	POLH inh	12-LOX inh	POLK inh
Cc1ccc2ncnc(NCCCCCC(=O)O)c2c1	-2%	-13%	-21%	3%	-3%
CCc1ccc(CNC(=O)c2cnc3sc(N4CCCC4)nn3c2=O)cc1	1%	-2%	-23%	-13%	0%
Cc1nn(C)c(C)c1S(=O)(=O)N1CCC(C(=O)NCC2COc3ccccc3O2)CC1 (stereo not given)	2%	-4%	-28%	1%[57.4 µM]	-8%

An excerpt (hit frequency here may not be typical).
